Source: PubChem (several laboratories)
AHR act: activators of human aryl hydrocarbon receptor | activation, % at 5 µM | AID 2796 | hit rate 2.5% among 320,000 | AHR-responsive luciferase reporter cells, luminescence; in the data active means activation above about 47%;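 further: 0% = vehicle wells and 100% = reference agonist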
RPL19A-GFP yeast: modulators of TOR pathway RPL19A-GFP in S. cerevisiae; S. cerevisiae RPL19A-GFP strain, flow cytometry, 3 h; active compounds read low; hit rate 0.3% among 330,000; percent response vs DMSO, % at 10 µM;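 active means percent response vs DMSO below 50%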;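 further: median channel GFP fluorescence of the barcoded RPL19A-GFP strain; ratio of sample median GFP to plate DMSO average so 100% = DMSO; lower means less RPL19A-GFP as with rapamycin TOR inhibition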
CR mimetic SO: lowers age-related superoxide in aged yeast cells; S. cerevisiae aged cells, superoxide DHE fluorescence; active compounds read low; superoxide response (% of plate mean), % at 10 µM; hit rate 0.18% among 330,000; AID 2690;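 active means superoxide response under a set limit, about three screen SD below normal, cut at about 65% in these data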;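 further: yeast aged for seven days with compound at 30 °C before DHE staining; 100% = average MFI of all compound-treated wells on the plate with controls excluded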
MEP2-GFP yeast: modulators of TOR pathway MEP2-GFP in S. cerevisiae; S. cerevisiae MEP2-GFP strain, flow cytometry GFP, 3 h; 100% = DMSO control level; GFP response vs DMSO, % at 10 µM; hit rate 0.51% among 330,000; AID 2016;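 active means GFP response versus DMSO above a set limit, roughly screen mean plus 3 SD, cut at about 180% in these data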;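 further: median GFP fluorescence of the barcode-gated MEP2-GFP cells per well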
GASC-1 inh: inhibitors of human GASC-1 (JMJD2C) demethylase. hit rate 0.069% among 330,000. GST-JMJD2C(1-420) H3K9me3 demethylation, DELFIA europium. inhibition, % at 2.35 µM. AID 2099;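 active means more than half of a compound's replicate wells show inhibition beyond 50%, single wells judged on their own value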;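 further: signal counts dimethyl H3K9 product captured on neutravidin plate; 0% = median of DMSO wells and 100% = 0.3 times that DMSO median; strong numbers were not always called active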
Target sequence (Q9H3R0 1-420 limits assumed): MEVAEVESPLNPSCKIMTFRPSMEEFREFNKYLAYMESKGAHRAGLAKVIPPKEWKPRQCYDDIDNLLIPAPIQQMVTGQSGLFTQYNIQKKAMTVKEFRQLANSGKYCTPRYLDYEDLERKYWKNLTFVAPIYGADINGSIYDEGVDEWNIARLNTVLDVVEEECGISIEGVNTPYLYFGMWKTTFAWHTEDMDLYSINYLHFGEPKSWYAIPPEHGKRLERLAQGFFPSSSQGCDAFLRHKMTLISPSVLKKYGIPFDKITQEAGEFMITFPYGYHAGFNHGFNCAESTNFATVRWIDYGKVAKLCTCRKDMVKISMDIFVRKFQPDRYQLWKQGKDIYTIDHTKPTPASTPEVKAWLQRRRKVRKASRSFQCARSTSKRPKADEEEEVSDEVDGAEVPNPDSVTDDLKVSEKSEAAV
LAP4 TOR yeast: alters LAP4-GFP fluorescence in TOR pathway yeast screen | S. cerevisiae LAP4-GFP multiplex, flow cytometry GFP, 3 h; median GFP as percent of DMSO wells | GFP response vs DMSO, % at 10 µM | hit rate 0.34% among 320,000;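 active means GFP response vs DMSO above a set limit, about the screen mean plus 3 SD, cut at about 150% in these data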
procasp3 activ: procaspase-3 (human) activation. recombinant procaspase-3 D3A, Ac-DEVD-pNA absorbance 405 nm. activation, % at 8.5 µM. hit rate 0.11% among 330,000. AID 463141;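 active means activation above the mean of all tested compounds plus 3 SD, cut at about 21% in these data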;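 further: 0% = DMSO alone and 100% = DMSO wells spiked with extra 5 µM PC-3 D3A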
Target sequence (P42574 whole entry D9A/D28A/D175A): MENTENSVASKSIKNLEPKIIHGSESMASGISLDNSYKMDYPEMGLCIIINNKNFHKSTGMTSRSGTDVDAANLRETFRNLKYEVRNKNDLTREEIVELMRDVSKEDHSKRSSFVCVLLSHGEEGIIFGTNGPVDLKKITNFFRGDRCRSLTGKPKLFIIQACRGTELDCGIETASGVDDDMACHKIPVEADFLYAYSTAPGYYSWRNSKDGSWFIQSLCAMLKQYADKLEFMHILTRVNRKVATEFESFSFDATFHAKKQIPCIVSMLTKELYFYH
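Assay system – Procaspase-3 D3A mutant, all three cleavage aspartates alanine · Controls – DMSO-only low control, 5 µM PC-3 D3A high control · Schedule – 1 h compound preincubation, 2 h substrate hydrolysis at 25 °C · Signal – 405 nm absorbance of p-nitroaniline, reads at 0 and 120 min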
procasp7 counter: activates human procaspase-7, counter-screen for procaspase-3 activators; recombinant procaspase-7, Ac-DEVD-pNA absorbance 405 nm; D23A/D198A/D206A triple mutant, cannot self-cleave; scale: DMSO 0, 5 µM enzyme 100; activation, % at 8.5 µM; hit rate 0.093% among 330,000; AID 463210;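 active means percent activation above the screen-wide mean plus 3 SD, cut at about 25% in these data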
Target sequence (P55210 whole entry D23A/D198A/D206A): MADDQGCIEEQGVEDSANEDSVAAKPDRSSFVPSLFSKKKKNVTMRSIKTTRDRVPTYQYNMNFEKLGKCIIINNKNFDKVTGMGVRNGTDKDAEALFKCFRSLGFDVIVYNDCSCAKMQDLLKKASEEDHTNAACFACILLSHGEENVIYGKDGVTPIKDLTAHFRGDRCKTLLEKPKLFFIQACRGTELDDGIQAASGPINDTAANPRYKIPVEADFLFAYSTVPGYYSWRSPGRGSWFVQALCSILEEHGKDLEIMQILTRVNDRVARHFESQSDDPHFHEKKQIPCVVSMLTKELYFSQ
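Assay system: Uncleavable procaspase-7 mutant enzyme | Input: 2 µM procaspase-7 mutant as dispensed | Timing: 1 h compound preincubation, 2 h substrate cleavage, 25 °C | Repeats: One well per compound | Control set: DMSO wells as 0%, DMSO with 5 µM added PC-7 as 100% | Technique: Epi-absorbance of released pNA at 405 nm, two timepoints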
The depositor's hits bear a star; · = no result given. Hits appear at their usual frequency; any-hit rate near 3.8%.

Value order – AHR act	RPL19A-GFP yeast	CR mimetic SO	MEP2-GFP yeast	GASC-1 inh	LAP4 TOR yeast	procasp3 activ	procasp7 counter
1) CCCC(=O)Nc1ccccc1NC(=O)c1ccc(OC(C)=O)cc1
→ 0.5	99.1	99.7	91.2	-1.5	103.5	4.2	1.9
2) C[C@H](CO)N1C[C@H](C)[C@@H](CN(C)S(=O)(=O)c2cccs2)Oc2c(NC(=O)C3CC3)cccc2C1=O
→ -1.1	·	79.5	·	-27.4	·	4.7	0.5
3) Cc1[nH]n(-c2ccccc2)c(=O)c1N=Nc1ccc(C(=O)O)cc1
→ 16.1	100.6	91.8	96.9	1.3	98.8	-5.3	3.8
4) CCN(CC(=O)Nc1c(F)cccc1F)C(=O)c1cc(-c2cccs2)nn1-c1ccccc1
→ 7.7	97.4	124.4	97.2	-2.9	111.3	11.7	3.8
5) CC(C)Sc1nnc([C@H](Cc2ccccc2)NC(=O)OC(C)(C)C)o1
→ -1.1	98.9	95.0	100.0	-2.2	114.7	-4.3	-7.9
6) CCOC(=O)C1CCN(C(c2ccccn2)c2c(C)[nH]c3ccccc23)CC1 (stereo unspecified)
→ 1.4	96.2	87.6	100.3	4.3	102.7	2.4	-2.3
7) Cc1ccc(NC(=O)Cn2nc(C)c(S(=O)(=O)N(C)C)c2C)cc1C
→ 4.8	100.1	105.1	103.6	0.1	98.4	3.8	8.8
8) CCc1nc(C)cc(N)c1OCc1ccccc1
→ 0.1	96.9	100.3	96.9	26.9	102.4	0.4	-6.2
9) CN(Cc1ccncc1)C1CC(=O)N(c2ccc(F)cc2)C1=O (stereo unspecified)
→ -1.5	96.3	99.7	98.2	3.6	94.4	-14.9	7.0
10) COc1cccc(/C=C2/Sc3ccc(C(=O)NCCN4CCCC4)cc3NC2=O)c1
→ 1.6	94.9	107.1	86.9	7.6	95.6	5.0	3.3
11) COc1cccc(NC(=O)CN(C)C(=O)c2cccc(S(=O)(=O)Nc3ccc(C)cc3)c2)c1
→ 4.9	96.8	96.2	98.9	·	93.5	7.1	-4.7
12) O=C(OCc1ccccc1)/C(=C/c1ccccc1Cl)NC(=O)c1ccco1
→ 3.2	99.4	104.1	90.3	-3.2	92.0	1.3	-0.1
13) O=C(c1ccc(S(=O)(=O)N2CCOCC2)cc1)N1CCOCC1
→ 4.7	96.5	107.1	104.2	-13.6	100.1	-1.9	1.9
14) Cc1ccccc1C(=O)NC1CC2CCCC(C1)N2C(=O)Nc1ccccc1 (stereo unspecified)
→ 2.4	102.7	100.4	108.5	-3.1	103.0	3.2	7.9
15) CN(c1ccccc1)c1ccc(/C=N/NC(=O)CC#N)cc1
→ 16.1	96.7	104.7	94.2	1.8	127.6	-12.6	-8.0
16) O=C(COC(=O)CNS(=O)(=O)c1ccc2ccccc2c1)Nc1ccc2c(c1)OCO2
→ 1.8	101.3	87.2	101.6	-0.2	89.2	1.1	5.7
17) CC1CCCc2sc3nc(NCc4ccco4)n4ncnc4c3c21 (stereo unspecified)
→ 34.3	100.2	101.5	109.5	9.0	116.3	-15.0	-9.3
18) CC(C)CC(=O)Nc1nnc(SCC(=O)Nc2nccs2)s1
→ 0.0	97.9	98.7	103.7	-6.3	130.7	1.6	1.2
19) CCN(C(=O)CN1CCCCCC1)c1c(N)n(Cc2ccccc2)c(=O)[nH]c1=O
→ -0.2	97.5	99.4	100.0	-0.9	90.6	6.0	-3.8
20) CCN1C(=O)/C(=C2/SC(C)=C(C)N2CC)SC1=S
→ 2.7	101.1	100.4	107.5	1.1	106.8	-12.9	-12.8
21) CC(NC(=O)CN(C)Cc1ccc(Br)cc1)c1ccccc1 (stereo unspecified)
→ -1.5	102.8	85.6	102.9	0.8	99.4	-2.9	15.5
22) O=C(CN1C(=O)NC2(CCc3ccccc32)C1=O)Nc1ccccc1OC(F)F (stereo unspecified)
→ 1.0	95.2	110.8	97.2	·	103.5	3.3	-4.1
23) COc1ccc(NC2CCCN(C(=O)CCc3cccc(Cl)c3)C2)cc1 (stereo unspecified)
→ 9.1	103.3	79.5	102.4	-16.0	100.6	-17.1	-9.9
24) COc1ccc(S(=O)(=O)N(C)CC(=O)Nc2ccccc2C(F)(F)F)cc1
→ -0.1	115.9	98.3	95.5	-4.7	75.5	-6.5	-3.0
25) CC1(c2ccc(Cl)cc2)NC(=O)N(CC(=O)NCc2cccs2)C1=O (stereo unspecified)
→ -0.5	101.5	88.4	105.4	-2.2	99.1	0.9	-9.4
26) CCC(c1nnc(SCC(=O)N2CC3(C)CC2CC(C)(C)C3)o1)N(C)C (stereo unspecified)
→ 2.3	95.6	86.5	99.0	3.3	105.3	-9.8	0.5
27) COC(=O)[C@@H](NC(=O)NCc1cccc(OC)c1)C(C)C
→ 0.0	97.6	126.0	98.7	-20.3	97.0	5.5	0.9
28) COc1ccc(S(=O)(=O)N2CCN(Cc3c[nH]c4ccccc34)CC2)cc1
→ 14.5	93.6	96.4	101.0	4.6	103.1	3.8	-3.3
29) Cc1ccc(C(=O)/C=C/c2cc(Br)cc(Br)c2O)o1
→ 9.9	111.1	93.5	107.7	38.6	97.4	-3.7	3.6
30) CS(=O)(=O)c1ccccc1-c1nnc(NC(=O)c2ccc3ncsc3c2)o1
→ 9.2	94.3	98.3	94.3	47.1	94.5	-9.0	-31.0

Single records, from the list above. Values in the order: AHR act	RPL19A-GFP yeast	CR mimetic SO	MEP2-GFP yeast	GASC-1 inh	LAP4 TOR yeast	procasp3 activ	procasp7 counter
COC(=O)[C@@H](NC(=O)NCc1cccc(OC)c1)C(C)C is listed with 0.0	97.6	126.0	98.7	-20.3	97.0	5.5	0.9
Cc1ccc(C(=O)/C=C/c2cc(Br)cc(Br)c2O)o1 is listed with 9.9	111.1	93.5	107.7	38.6	97.4	-3.7	3.6
COc1cccc(/C=C2/Sc3ccc(C(=O)NCCN4CCCC4)cc3NC2=O)c1 is listed with 1.6	94.9	107.1	86.9	7.6	95.6	5.0	3.3

Additional entries
Value order – AHR act	RPL19A-GFP yeast	CR mimetic SO	MEP2-GFP yeast	GASC-1 inh	LAP4 TOR yeast	procasp3 activ	procasp7 counter
31) Cc1ccccc1-c1c(C)oc2cc(O)ccc2c1=O
→ -2.1	84.5	109.4	100.8	1.2	93.9	-8.8	6.0
32) O=C(Nc1ccc(F)cc1)C1CC(=O)n2ncnc2N1 (stereo unspecified)
→ -1.2	100.9	90.4	104.4	-22.2	100.5	1.3	7.3
33) COc1ccccc1/C=C/c1ccc2cccc(O)c2n1
→ 75.5*	105.1	101.9	112.7	-3.8	100.8	-2.1	-4.2
34) COc1ccc(S(=O)(=O)N2CCCC2)cc1NC(=O)c1ccccc1F
→ 2.3	108.5	106.6	108.1	26.5	97.3	3.4	10.1
35) Cc1cc(NS(=O)(=O)c2ccc(Cl)cc2)nn1CC(=O)NCc1ccco1
→ -0.2	105.5	110.7	105.6	3.9	106.3	-1.5	3.8
36) O=C(COC(=O)CCCOc1ccc(Cl)cc1Cl)NCc1ccc(F)cc1
→ -3.6	101.7	104.2	102.4	4.1	101.0	7.8	2.3
37) CN(C)CCCN(C(=O)c1ccc([N+](=O)[O-])o1)c1nc2cc3c(cc2s1)OCO3
→ -6.4	104.1	105.2	107.0	-2.3	117.2	4.3	4.0
38) COc1ccc(-c2cc(C(=O)NC3CCCC3)no2)cc1OC
→ -1.6	103.5	85.2	109.0	13.5	103.8	0.1	0.1
39) CCC(C)N1CCN(C(=O)C2CCN(S(=O)(=O)c3c(C)noc3/C=C/c3ccco3)CC2)CC1 (stereo unspecified)
→ 0.2	101.3	114.0	92.1	-7.5	93.0	-0.5	0.5
40) CCOc1ccc(C(=O)NCCn2cc(SCC(=O)Nc3cc(C)on3)c3ccccc32)cc1
→ 12.1	99.7	111.5	99.0	-6.2	92.6	-6.0	-2.3
41) Cc1cc(-c2ccccc2C(=O)NC2CCCCC2)on1
→ -0.9	99.3	82.3	105.3	4.6	109.8	8.8	1.6
42) CC(C)CN1C(=O)c2ccc(C(=O)Nc3ccncc3)cc2C1=O
→ 20.8	107.9	72.2	112.5	1.2	111.2	7.6	-1.9
43) COc1ccc(/C=C/C(=O)NC(=S)NNC(=O)c2cccs2)cc1OC
→ 10.7	100.4	97.9	105.2	0.0	97.5	-0.7	-16.4
44) CC(=O)Nc1nnc(SCC(=O)Nc2ccc3c(c2)OCCO3)s1
→ -0.4	108.5	101.8	100.7	-3.6	102.9	-3.3	11.2
45) CCCN(CCC)CCNC(=O)CCC(=O)Nc1ccc2nc(N3CCN(C)CC3)cc(C)c2c1
→ 4.5	96.4	115.1	102.5	129.6	110.5	5.5	10.7
46) O=[N+]([O-])c1ccc(Oc2ccc(S(=O)(=O)N3CCOCC3)cn2)cc1
→ 1.5	98.0	97.4	100.1	3.1	106.3	3.1	4.5
47) COc1ccc(-c2nc3scc(-c4ccc(OC)c(OC)c4)c3c(=O)o2)cc1
→ 0.1	101.0	91.1	104.0	0.0	101.7	1.3	-6.6
48) Cc1cccc(NS(=O)(=O)c2c(C(=O)N3CCOCC3)c(C)n(C)c2C)c1C
→ -1.6	102.7	116.5	106.2	3.8	109.0	-0.4	-5.5
49) O=C(CNC(=O)c1cccc(OC(F)F)c1)OCn1nnc2ccccc2c1=O
→ -1.1	96.4	105.4	103.0	9.6	101.3	1.6	-4.1
50) CCCNc1c(F)c(F)c2c(C)c3ccccc3nc2c1F
→ 19.2	94.8	110.4	105.1	-15.3	109.1	-0.1	0.2
51) Cc1cc(N2CCOCC2)ccc1/C=C1\NC(=O)N(CC(=O)Nc2ccccc2C)C1=O
→ 4.5	99.0	103.1	102.5	16.1	91.4	7.3	-6.4
52) COC(=O)CC1Oc2ccc(C)cc2NC1=O (stereo unspecified)
→ 0.8	103.5	101.3	109.9	-18.0	108.4	5.6	8.9
53) CC(C)=CCC/C(C)=C/CCC(C)NCCN1CCNCC1 (stereo unspecified)
→ -1.7	98.9	125.7	99.6	-12.4	95.8	12.1	-1.1
54) COC(=O)C1(O)CC(C(C)C)=NN1C(=O)c1ccc(Cl)cc1 (stereo unspecified)
→ 1.4	99.7	99.0	95.8	-27.6	93.3	-1.3	7.6
55) O=C1N/C(=N\N=C\c2cccs2)SC1Cc1ccc(Cl)c(Cl)c1 (stereo unspecified)
→ -1.9	112.8	104.3	116.2	1.3	110.2	6.3	6.9
56) CCCn1c(=N)c(S(=O)(=O)c2ccccc2)cc2c(=O)n3ccccc3nc21
→ 0.1	101.9	89.7	101.0	-4.4	107.2	-26.3	42.4*
57) CCN(c1ccccc1)S(=O)(=O)c1ccc(C(=O)NCC(c2cccs2)N(C)C)cc1 (stereo unspecified)
→ -0.2	100.8	128.4	94.8	-5.8	102.2	1.6	2.9
58) CCN1CCCC1CNC(=O)CCc1nnc(CCC2CCCCC2)o1 (stereo unspecified)
→ -0.1	97.2	95.2	101.4	5.7	101.5	5.9	8.1
